# Bioassay records as filed in PubChem.
# EBI2 block = EBI2 (human) antagonism; P32249; EBI2 beta-arrestin recruitment, luminescence, 7a,25-OHC stimulated; inhibition, % at 5 µM; 360,000 tested, 0.81% active; AID 651636; in the data active means inhibition above about 38%;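 further: enzyme fragment complementation signal reports receptor beta-arrestin coupling in cells; 0% = agonist plus DMSO wells and 100% = wells without agonist; some results beyond the cut were filed as inactive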
# Target sequence (P32249 whole entry, looked up, the tested form may be a part): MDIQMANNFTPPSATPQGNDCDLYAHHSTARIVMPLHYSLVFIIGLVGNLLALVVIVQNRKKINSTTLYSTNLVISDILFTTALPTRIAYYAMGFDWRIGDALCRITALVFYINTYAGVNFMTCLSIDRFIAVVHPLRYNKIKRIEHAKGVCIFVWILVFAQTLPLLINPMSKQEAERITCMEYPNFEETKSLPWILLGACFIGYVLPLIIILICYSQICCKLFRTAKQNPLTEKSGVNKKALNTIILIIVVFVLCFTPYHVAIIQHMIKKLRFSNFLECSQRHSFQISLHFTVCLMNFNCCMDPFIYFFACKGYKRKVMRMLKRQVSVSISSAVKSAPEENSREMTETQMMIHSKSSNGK
# Active calls of the source: *. Only part of the results is shown; the hit share may differ from the screen's.
SMILES,EBI2 block
COc1ccc(CNC(=O)C2Cc3c(-c4ccccc4)ccnc3O2)cc1OC (stereo unspecified),-1.1
CN(C)C(=O)c1cccc(-c2cc(NC=O)c3ncc(-c4ccc(F)c(Cl)c4)n3c2)c1,17.9
COc1ccc(NC(=O)C[C@H]2C(=O)N(CCc3ccccc3)C[C@@H]2Cc2ccccc2)cc1,-5.7
COc1ccc(Nc2c(C3CC3)nc3nc(C)cc(C)n23)cc1,-11.6
COc1ccc(-n2nnnc2C(c2ccnc3ccccc23)N2CCN(C/C=C/c3ccccc3)CC2)cc1 (stereo unspecified),32.5
COc1ccc(C2CC(c3cccc([N+](=O)[O-])c3)=NN2/C(C)=C/C(C)=O)cc1 (stereo unspecified),1.1
COc1ccccc1C(=O)NNC(=O)CN(C)S(=O)(=O)c1ccc(Cl)cc1,4.8
O=C(N=C1SC2CS(=O)(=O)CC2N1Cc1ccccc1)c1ccccc1 (stereo unspecified),6.6
C[C@@H]1CCCCO[C@@H](CN(C)S(=O)(=O)c2ccccc2)[C@@H](C)CN([C@H](C)CO)C(=O)c2cc(N(C)C)ccc2O1,-0.4
CC(C)C[C@H]1CN(CCCC[C@@H]2CNC(=O)C(=O)N2CC2CCCCC2)C(=O)C(=O)N1CCc1ccc(O)cc1,-4.8
COc1ccc(OCCN2CCC(C(=O)NC(c3ccsc3)c3ccccc3C)CC2)cc1 (stereo unspecified),17.0
O=C(C[C@H]1C[C@@H]2c3cc(NC(=O)Nc4ccccc4F)ccc3O[C@@H]2[C@H](CO)O1)NCc1ccccn1,1.6
CCc1nc2ccc(C(=O)NCc3cccs3)cn2c1N(CCC(C)C)CCN(C)C,-9.4
CC(C)NC(=O)N1Cc2cc(C(=O)NC3CCCC3)nc(-c3cccc(-c4cccnc4)c3)c2[C@@H]1CCO,5.4
O=C(NC1CCCCC1)C1c2ccccc2OCC(=O)N1Cc1ccccc1 (stereo unspecified),-5.1
CC1(C(=O)NS(=O)(=O)C2CC2)CCN(C(=O)c2ccc3ccccc3n2)C1 (stereo unspecified),-11.3
CCCCNC(=O)c1nc(C2CCN(S(=O)(=O)c3ccc(Cl)cc3)CC2)oc1-c1ccccc1,13.8
C[C@@H]1CN([C@H](C)CO)C(=O)c2c(c3ccccc3n2C)-c2ccccc2CO[C@@H]1CN(C)S(=O)(=O)c1cccs1,9.5
COc1ccc(NC(=O)C[C@H]2C(=O)N(Cc3cccnc3)C[C@@H]2Cc2ccccc2)cc1,-0.7
COc1ccc(N2CCN(C(=O)CSc3nnc(C4CC4)n3C3CC3)CC2)cc1,3.5
CN(N=Nc1nc[nH]c1C(N)=O)C1CCCCC1,-4.0
COc1ccc(Cc2c(-c3ccccc3)nc3c(C)cc(Br)cn23)c(C)c1,7.4
COc1ccc(Cc2c(C3CCCCC3)nc3c4ccccc4ccn23)c(C)c1,-0.7
CCOC(=O)C(=Cc1ccccc1)C(=O)c1ccccc1,-26.1
CC1=C(C(=O)N(C(C)C)C(C)C)CC(CC(=O)NCc2cccs2)C(=O)N1Cc1ccccc1 (stereo unspecified),-3.5
CCC(c1nnnn1-c1ccc2c(c1)OCCO2)N1CCN(c2ccccc2)CC1 (stereo unspecified),20.4
Nc1c(C(=O)Nc2ccc(Br)cc2)sc2nc(N3CCOCC3)c3c(c12)CCCC3,9.6
CN(C)c1ccc(CC(=O)N2CCCCC2c2cc(C(=O)Nc3cccc4c3CCCC4)no2)cc1 (stereo unspecified),32.5
Cc1nnsc1C(=O)N1CCCC1(C)C(=O)O (stereo unspecified),3.3
Nc1[nH]c(C(=O)c2ccccc2)c(-c2ccc(Cl)cc2)c1C(=O)NCc1ccccc1,1.3
COc1ccc(-c2nc3c4ccccc4ccn3c2Cc2ccccc2C(F)(F)F)cc1OC,42.8
C[C@@H]1CCCCO[C@@H](CN(C)Cc2ccccc2)[C@@H](C)CN([C@H](C)CO)C(=O)c2cc(NC(=O)Nc3cccc4ccccc34)ccc2O1,-1.8
Cc1ccccc1-c1cnc(C(O)c2c(C)cccc2C)[nH]1 (stereo unspecified),-0.6
CN1C(=O)[C@H]2[C@@H](c3ccccc3)N[C@]3(CCCN(Cc4ccc(F)cc4)C3=O)[C@H]2C1=O,-2.1
CCCCNC(=O)C1(C)CCN1C(=O)Cc1cccc2ccccc12 (stereo unspecified),-0.7
O=C(NCc1ccccn1)[C@@H]1CCCN1C(=O)[C@@H]1CCCN1C(=O)c1cccc2ccccc12,-10.2
O=C(O)c1ccc(NC(=O)C2CCN(S(=O)(=O)c3ccc4c(c3)OCCO4)CC2)cc1,7.0
CCC(C(=O)NCc1ccccc1)n1c(-c2ccc3c(c2)CCO3)nc2ccccc21 (stereo unspecified),7.2
CC(C)=C(c1ccc(Cl)cc1)c1c(N)ncnc1N,-3.1
COc1ccc(NC(=O)c2cc(-c3cc(Cl)ccc3OC)n[nH]2)c(C)c1,5.8
COC(=O)C1=C(C)NC(=O)NC1c1ccc(OC)c(OC)c1 (stereo unspecified),-7.9
Cc1ccc(S(=O)(=O)N2C[C@H]3C(=O)C[C@@H](c4cccs4)N(S(=O)(=O)c4ccc(C)cc4)[C@H]3C[C@H]2c2ccccc2)cc1,1.6
CCc1c(C2CC2)ncn1Cc1cccc(-c2ccccc2)c1,1.5
Cc1cc(C)c2c(CN3CCCC3)cc(=O)oc2c1,-6.1
CC(=O)CSc1nc2nccnc2[nH]1,-9.3
COc1ccc(S(=O)(=O)N(C)C[C@H]2Oc3ncc(C#CC4(O)CCCC4)cc3C(=O)N([C@@H](C)CO)C[C@@H]2C)cc1,-0.8
COc1ccccc1C(=O)NNC(=O)c1ccc2ccccc2c1O,-6.0
CCCCCCN1C[C@@H](n2cc(-c3ccc(F)cc3)nn2)[C@H](O)C[C@@H]1c1ccc(OC)cc1,31.1
CCCCn1nnnc1C(c1ccnc2ccccc12)N1CCN(C/C=C/c2ccccc2)CC1 (stereo unspecified),27.0
COc1cccc(-c2nc3nc(C)cc(C)n3c2NCc2ccccc2)c1,3.2
Cc1cccc(-c2n[nH]nc2C2=CC(=O)CC(C)(C)C2)c1,-1.9
COc1ccccc1-c1cc(NC(C)=O)c2ncc(-c3cccc(C(C)=O)c3)n2c1,33.6
CCc1nc2c(OCCn3cccc3)cccn2c1N(C=O)Cc1ccc(OC)cc1,-7.0
O=C1CCCCCC[C@@H](O)[C@H](O)C[C@H](c2ccccc2)O1,-4.5
CC(C)NC(=O)C1(C)CCN1C(=O)c1cccn1C (stereo unspecified),-1.8
CCCC(C)(C)C(=O)N1CCC1(C)C(=O)NS(=O)(=O)c1ccc(Cl)cc1 (stereo unspecified),-10.7

# Next structures follow:
SMILES,EBI2 block
O=S1(=O)CC(N2CCN(CCO)CC2)CN1Cc1cn(Cc2ccc(C(F)(F)F)cc2)nn1 (stereo unspecified),-5.5
Cc1ccc([C@H]2C[C@H](n3cc(C4CC4)nn3)[C@@H](O)CN2CC2CCCCC2)cc1,0.8
CN1CCN2c3ccccc3CC(C#N)(C#N)C2C1 (stereo unspecified),5.5
COc1ccc(CN(C)C(=O)c2ccc(OCC(=O)Nc3cccc(C(F)(F)F)c3)c(OC)c2)cc1,-4.2
Cc1ccc(S(=O)(=O)N(C)C[C@H]2Oc3cc(C#Cc4ccccc4)ccc3S(=O)(=O)N([C@H](C)CO)C[C@@H]2C)cc1,14.4
Cc1cccc(C)c1NC(=O)C1(C)CN(S(C)(=O)=O)CC(=O)N1CCOc1ccccc1 (stereo unspecified),4.2
COc1ccc(C(NC(=O)C2CCN(CCCc3ccccc3)CC2)c2cccs2)cc1 (stereo unspecified),4.6
O=C(Nc1c(-c2ccc3c(c2)OCO3)[nH][nH]c1=O)c1ccc2c(c1)OCO2,-1.2
CC1CCN(S(=O)(=O)c2cccc(C(=O)NC3CCS(=O)(=O)C3)c2)CC1 (stereo unspecified),-4.1
CCN(CC(=O)Nc1cccc(OC)c1)C(=O)C1CC(=O)N(Cc2ccccc2Cl)C1 (stereo unspecified),-4.4
CCCCN1C(=O)C(CC(=O)NCC2CCCCC2)CC(C(=O)N2CCCCCC2)=C1C (stereo unspecified),10.3
O=C(Nc1nnc([C@@H]2C[C@H](O)[C@@H](CO)O2)s1)Nc1ccccc1F,-13.3
CCn1c(O)c(N=NC(=O)CNC(=O)c2cccnc2)c2ccccc21,-9.9
CCOC1=C2CN(S(=O)(=O)c3ccc(C)cc3)C(c3ccc(C)cc3)CC2N(S(=O)(=O)c2ccc(C)cc2)C(c2ccccc2)C1 (stereo unspecified),1.1
O=[N+]([O-])c1cccc(N=NNc2cccc([N+](=O)[O-])c2)c1,-23.1
COc1ccc(C(C)=O)cc1CC1(C)C(=O)Nc2ccc(-c3ccccc3OC)cc21 (stereo unspecified),32.4
COc1ccc([C@H]2N[C@]3(CCCN(Cc4ccc(C(F)(F)F)cc4)C3=O)[C@H]3C(=O)N(Cc4ccccc4)C(=O)[C@@H]23)cc1,9.0
O=C(Nc1ccccc1Oc1ccccc1)[C@@H]1O[C@H](CO)[C@H](O)[C@H](O)[C@H]1O,14.5
Cc1ccc(S(=O)(=O)N2C[C@H]3C(=O)C[C@@H](c4ccc(Cl)cc4)N(S(=O)(=O)c4ccccc4C)[C@H]3C[C@H]2c2cccc(Cl)c2)cc1,22.8
CCOC(=O)C1=CCC(c2ccccc2)N(S(=O)(=O)c2ccc(C)cc2)[C@H]1CC (stereo partly specified),15.2
Cc1ccc(C(=O)NC(C)C(c2cccs2)N2CCOCC2)cc1C (stereo unspecified),-9.3
COc1cccc(-c2n[nH]nc2C2=CC(=O)CC(C)(C)C2)c1,-6.6
COc1ccccc1-c1cnc2c(c1)C(=O)N([C@@H](C)CO)C[C@H](C)[C@H](CN(C)C)O2,0.5
COc1ccc(C(CC(=O)c2ccc(C)cc2)Sc2ccccc2N)cc1 (stereo unspecified),20.1
CC(=O)Nc1cc(-c2ccccc2Cl)cn2c(-c3ccc(S(C)(=O)=O)cc3)cnc12,54.7*
CN(C(=O)Nc1ccc(F)cc1)[C@H]1C[C@H]2c3[nH]c4ccccc4c3CCN2C(=O)[C@H]1CO,-2.5
O=C(NN=Cc1ccc(Cl)cc1Cl)c1ccccc1,26.0
CC(C)(C)C1CCN2CCC[C@](c3ccccc3)(C1)C2OCCCO (stereo partly specified),-1.3
O=C(NCC1CCCCC1)c1ccc2nc([C@@H]3O[C@H](CO)[C@@H](O)[C@H]3O)[nH]c2c1,-4.9
COc1ccc(Cc2c(-c3ccc(F)cc3)nc3ccc(Br)cn23)c(C)c1,-1.5
O[C@@H]1CN(Cc2cccs2)[C@@H](c2ccccc2)C[C@H]1n1cc(C2CC2)nn1,-9.3
COC(=O)[C@]12CCCCC=C1N(Cc1ccc(Cl)cc1Cl)C(=O)[C@H](CC(=O)N1CCC(c3ccccc3)CC1)C2,14.2
COCCc1ccc(OC2(C)CCN(Cc3cccc(OC)c3OC)C2)cc1 (stereo unspecified),-10.5
COCCCNC(=O)c1csc([C@H]2C[C@H](O)[C@@H](CO)O2)n1,-6.7
COc1ccc(NC(=O)C2(C)CCN2Cc2cccc(OC)c2F)cc1OC (stereo unspecified),2.5
CCc1nc2c(OCc3ccc(C(F)(F)F)cc3)cccn2c1N(C)C(=O)c1ccco1,18.6
COc1cccc(Nc2nc(C(N)c3ccccc3Cl)cs2)n1 (stereo unspecified),0.7
Cc1ccc(N(C)S(=O)(=O)c2cccc(C(=O)OCC(=O)N(C)Cc3ccccc3)c2)cc1,5.1
COc1ccc(C)cc1/C=C/C(=O)N1CCN(S(=O)(=O)c2cccs2)CC1,-2.2
CCN(CC)C(=O)C1=C(C)N(Cc2ccc(F)cc2)C(=O)C(CC(=O)NCc2cccs2)C1 (stereo unspecified),-5.3
Cc1c(C)c2cc(Cl)c(OCC(=O)NCCCN3CCCC3=O)cc2oc1=O,3.6
CC(C)(C)S(=O)N1Cc2cc(C(=O)N3CCc4ccccc4C3)nc(-c3cccc(-c4cccnc4)c3)c2[C@@H]1CCO (stereo partly specified),-1.9
COc1cc(OC)cc(-c2noc(-c3csc([C@@H]4O[C@H](CO)[C@H](O)[C@H](O)[C@H]4O)n3)n2)c1,-17.4
CC(=O)c1cccc(NC(=O)C2CCCN2S(=O)(=O)c2ccccc2C(F)(F)F)c1 (stereo unspecified),-0.5
NS(=O)(=O)c1ccc(CCNc2nn3c(-c4ccc(F)c(Cl)c4)cnc3s2)cc1,-2.8
O=C(Nc1cccc2ccccc12)NC1CC1,-5.0
CCOC(=O)C1=CCN(S(=O)(=O)c2ccccc2[N+](=O)[O-])C1c1ccc(C)cc1 (stereo unspecified),1.9
COc1cccc(-c2cc3nc(NCCOc4ccccc4Cl)n(C)c(=O)c3s2)c1,21.2
CC(C)(C)N1C(=O)c2ccccc2NC(=O)C1C(=O)NCCOc1ccccc1 (stereo unspecified),-4.7
Cc1ccccc1S(=O)(=O)N1C(c2ccc(Cl)c(Cl)c2)CC=C(C(=O)O)C1c1cccc(Br)c1 (stereo unspecified),-6.1
CC1(c2nnnn2-c2ccc3c(c2)OCCO3)CCC(=O)N1CCc1ccc(O)cc1 (stereo unspecified),-8.3
